Luc counter: counter-screen: inhibitors of Kinase-Glo firefly luciferase; Kinase-Glo luciferase, ATP luminescence, 8 min; actives 0.28% (n = 200,000); AID 1379; Potency, µM (doses to about 38.3 µM), inactives show top-dose activity change, negative = inhibition, actives largely listed as inhibitors; note: potency is the fitted concentration of half-maximal effect; % is set by controls: 0 for no effect and ±100 for the full control effect; nearly all actives have a fitted effect of over 60% in size
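Inhibition of Kinase-Glo luciferase light generation was assessed at 10 uM ATP in pH 7.2 imidazole buffer, with luminescence measured after eight minutes at ambient temperature.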
aGal spleen mod: alpha-galactosidase A (human) modulation | Potency, µM (doses to about 80 µM), without a hit: top-dose activity change, negative = inhibition, usual class: inhibitors | AID 2107 | actives 0.008% (n = 240,000) | human spleen homogenate, 4MU-alpha-Gal fluorescence, 40 min;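 note: potency is the fitted concentration of half-maximal effect; 0% = enzyme with vehicle and -100% = no enzyme basal signal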
Target sequence (P06280 32-429 limits assumed): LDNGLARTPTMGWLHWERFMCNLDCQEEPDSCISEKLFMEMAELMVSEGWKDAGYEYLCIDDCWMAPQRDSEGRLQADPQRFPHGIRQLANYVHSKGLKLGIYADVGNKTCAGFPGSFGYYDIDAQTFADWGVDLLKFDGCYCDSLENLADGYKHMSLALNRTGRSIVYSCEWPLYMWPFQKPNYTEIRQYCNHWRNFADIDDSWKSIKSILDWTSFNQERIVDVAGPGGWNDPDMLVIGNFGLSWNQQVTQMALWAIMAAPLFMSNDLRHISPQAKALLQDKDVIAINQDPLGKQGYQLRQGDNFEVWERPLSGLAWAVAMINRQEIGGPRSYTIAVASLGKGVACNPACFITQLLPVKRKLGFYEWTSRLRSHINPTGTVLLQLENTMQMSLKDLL
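Inhibition or activation of alpha-galactosidase in human spleen homogenate is scored by 4-MU fluorescence after 40 min at 37C, pH 5.0, with 1 mM substrate. AC50s come from concentration-response fitted to the Hill equation.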
Epigenetic reg: derepresses silenced GFP reporter in murine cells | AID 1865 | Potency, µM (top dose mostly 53.9 µM), for inactives: at the highest dose GFP activation, actives largely listed as activators | murine LDR cells, GFP reporter derepression, 30 h | actives 0.2% (n = 280,000); note: potency is the fitted concentration of half-maximal effect; % of control where 0% means no effect; nearly all actives have a fitted effect of over 60% in size
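Derepression of a silenced CMV-GFP reporter in murine LDR cells is scored by enumerating GFP-positive cells with a laser-scanning microplate cytometer after 30 hours of treatment at 37 C.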
LMNA splice mod: modulators of lamin A splicing. Potency, µM (titrated, usually from 46.1 µM), without a hit: top-dose ratio change, negative = inhibition, actives largely listed as inhibitors. AID 1487. actives 0.01% (n = 200,000). HeLa LMNA splicing GFP/RFP minigene ratio, 48 h; active = well fitted inhibition curve with a large enough effect in the signal ratio, with a control signal flat, not every such curve was filed as active; inconclusive = small, poorly fitted or top-dose-only effect, or effect the other way, or a change in a side signal; the % refers to the signal ratio; note: potency is the fitted concentration of half-maximal effect; % is set by controls: 0 for no effect and ±100 for the full control effect
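Read-out is the ratio of GFP to DsRed2 object intensity, acquired by 488 nm laser-scanning cytometry on HeLa lamin A-EGFP minigene reporter cells. Compound incubation 48 hrs at 37 °C in Opti-MEM with 2% FBS; DMSO 0.5% final.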
NPSR antag: neuropeptide S receptor (human) antagonism, cAMP. Q6W5P4. CHO-NPSR cells, cAMP TR-FRET, antagonist mode. Potency, µM (highest dose often 38.3 µM), for the others: at the top dose activity change, negative = inhibition, actives largely listed as inhibitors. actives 1% (n = 220,000). AID 1461; note: potency is the fitted concentration of half-maximal effect; % is set by controls: 0 for no effect and ±100 for the full control effect; nearly all actives have a fitted effect of over 50% in size; many of its hits are not listed in these tables
Target sequence (Q6W5P4 whole entry, looked up): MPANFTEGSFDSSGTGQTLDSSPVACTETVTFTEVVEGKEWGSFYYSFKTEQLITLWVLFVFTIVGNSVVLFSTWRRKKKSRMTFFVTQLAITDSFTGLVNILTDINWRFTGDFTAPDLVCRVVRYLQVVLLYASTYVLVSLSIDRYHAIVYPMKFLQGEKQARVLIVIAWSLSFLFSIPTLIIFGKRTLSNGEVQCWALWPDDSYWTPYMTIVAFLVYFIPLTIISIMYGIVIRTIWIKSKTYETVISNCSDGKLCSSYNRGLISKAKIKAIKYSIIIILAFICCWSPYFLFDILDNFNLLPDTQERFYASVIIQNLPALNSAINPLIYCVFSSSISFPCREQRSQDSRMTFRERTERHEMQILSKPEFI
CBFb-RUNX1 inh: CBF-beta/RUNX1 interaction disruption. Q01196+Q13951. AlphaScreen CBFb-His/RUNX1-biotin binding, biochemical. Potency, µM (doses to about 59.8 µM), inactives show top-dose activity, negative = inhibition, usual class: inhibitors. 230,000 tested, under 10 active. AID 1477; note: % of control where 0% means no effect
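Compounds were screened at multiple concentrations against a preformed CBF-beta(His)/RUNX1(biotin) complex (30 nM of each) for 15 min at room temperature, followed by 90 min with nickel and streptavidin beads and AlphaScreen reading.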
IMPase Li inh: membrane-permeable IMPase blocker, potentiated with lithium. CHO-M1 cells, IP1 TR-FRET (IP-One), carbachol + lithium. Potency, µM (titrated, usually from 59.4 µM), for inactives: at the highest dose activity, negative = IMPase inhibition, usual class: inhibitors. actives 0.35% (n = 210,000);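 note: IP1 builds up when IMPase is blocked and the TR-FRET signal falls; potency is the fitted concentration of half-maximal effect; plate controls were basal vehicle for no effect and high inhibitor control for full effect; nearly all actives have a fitted effect of over 50% in size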
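CHO-M1, 2000 cells/well, 16–30 h culture; cpd + low Li+, 30 min 37C; lysis with d2-IP1/Eu-anti-IP1 Ab, 10 min RT; TR-FRET 665/620 ratio and 620 channel; AC50 via Hill.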
* marks the source's active call; other numbers are inactive results; ? = inconclusive; · = not tested or not shown; [ ] = remark or other dose. Unless noted, calls come from the whole dose curve; as a rule, active = well fitted curve in the direction sought with a large enough effect; inconclusive = small, poorly fitted or top-dose-only effect, or another doubt; inactive = no such curve, though single readings can be large; an effect the other way counts as inactive or inconclusive. An excerpt; rates above refer to the full screens.

SMILES	Luc counter	aGal spleen mod	Epigenetic reg	LMNA splice mod	NPSR antag	CBFb-RUNX1 inh	IMPase Li inh
O=C(NCc1ccccc1)Nc1cccn(Cc2cccc(F)c2)c1=O	3%	0%	0.0%	-6%	-1%	-5%	2%
O=C(Cn1nnc(-c2ccccc2)n1)NCc1ccc2c(c1)OCO2	0%	6%	0.0%	5%	-16%[46.1 µM]	4%	-16%[38.3 µM]
CC1=C(C(=O)NCc2ccccc2)C(c2cccnc2)n2ncnc2N1 (configuration not stated)	-3%	-3%	-2.5%	5%	-1%[46.1 µM]	1%	0%[38.3 µM]
COc1ccc(N2C(=O)C3C4C=CC(C4)C3C2=O)c([N+](=O)[O-])c1 (configuration not stated)	2%	-6%	-4.6%	-2%[46 µM]	16%	7%	-9%
COc1ccccc1CC(=O)N1CCCC1	2%	7%	0.0%	8%	-3%[46.1 µM]	-9%	27%[38.3 µM]
CC1=C(C(=O)OC2CCCCC2)C(c2ccco2)n2ncnc2N1 (configuration not stated)	1%	-2%	0.8%	-16%	1%[46.1 µM]	-1%	12%[38.3 µM]
CN(C)S(=O)(=O)N1CCN(C(=O)c2ccccc2Cl)CC1	-1%	-5%	0.9%	-10%	2%[46.1 µM]	7%	3%
Cc1ccc(NC(=O)c2ccc(F)cc2)nc1	-5%	-1%	0.0%	-7%[46 µM]	-13%	2%	-4%
CCOc1ccc(S(=O)(=O)NCCC(=O)N2CCN(c3ccc(OC)cc3)CC2)cc1	-1%	7%	-3.0%	·	-2%	-3%	9%
CCc1ccccc1Nc1nc(N)nc(CSCC(=O)c2cc(C)n(C)c2C)n1	-3%	5%	1.9%	8%	-19%[46.1 µM]	-20%	29%[38.3 µM]
COc1ccc(NC(=O)CSCc2ccc(C)cc2)cc1	0%	1%	0.0%	-20%[46 µM]	-2%	10%	15%
COc1ccc(/C=C2/N=C(c3cccs3)OC2=O)cc1OC(C)C	-4%	1%	-1.0%	2%	?	7%	12%[38.3 µM]
Cc1nc(C(F)(F)F)nc(Nc2ccc(N=Nc3ccccc3)cc2)c1C#N	3%	6%	-0.6%	-16%	12%	?	-5%
CC(C)CC1NC(=S)N(C2CCCCC2)C1=O (configuration not stated)	0%	5%	-1.7%	?	-14%[46.1 µM]	7%	7%[38.3 µM]
O=C(O)c1nn(CCSc2ccccc2F)c(=O)c2ccccc12	·	-8%	-0.5%	·	-11%	1%	·
CCc1nnc(NC(=O)C2Cc3ccccc3CN2S(=O)(=O)c2ccc(C)cc2)s1 (configuration not stated)	-1%	5%	0.8%	-4%	-24%[46.1 µM]	-14%	14%[38.3 µM]
COc1ccc(C2=NOC(CNC(=O)c3ccccc3Br)C2)c(OC)c1 (configuration not stated)	·	11%	0.1%	·	-4%	3%	·
Cc1cc(/C=N/NC(=O)c2ccncc2)c(C)n1-c1ccccc1	-1%	-20%	0.0%	-3%	7%	-6%	-3%
Cc1nn(-c2ccccc2)c(C)c1/C=N/NC(=O)CSc1nnc(SCc2cccc3ccccc23)s1	9%	7%	0.0%	?	-19%	-4%	13%
COc1ccc(-c2nc3c(n2O)CCC/C3=N\O)cc1	?	8%	-0.1%	2%	-6%[46.1 µM]	2%	13%[38.3 µM]
O=C(COC(=O)c1c2c(nc3ccccc13)CCCCC2)c1ccc(Cl)s1	3%	15%	0.0%	?	-41%	7%	17%
O=C(NCc1cccs1)C(=O)c1c[nH]c2ccccc12	-9%	5%	-2.3%	-1%[9.22 µM]	-10%	-5%	-5%
CC(C)(C)C(=O)Nc1cccc(C(=O)Nc2cc(C(=O)O)cc(C(=O)O)c2)c1	-6%	4%	-0.9%	1%	4%	7%	-1%
Cc1cc(O)c(C(C)C)cc1NC(=O)Nc1cccc2ccccc12	-2%[7.66 µM]	-1%	-0.3%	·	?	1%	9%
COc1ccc(Oc2ncc3nc(C)c(=O)n(C)c3n2)cc1	-1%	-4%	·	·	·	·	3%

(further entries)
SMILES	Luc counter	aGal spleen mod	Epigenetic reg	LMNA splice mod	NPSR antag	CBFb-RUNX1 inh	IMPase Li inh
c1ccc(COc2ccc(-c3csnn3)cc2)cc1	-7%	-4%	-1.9%	9%	-5%[46.1 µM]	8%	-13%[38.3 µM]
O=C(COc1ccc(Cl)cc1[N+](=O)[O-])NC1CCCCC1	1%	-3%	0.1%	?	-7%	-1%	6%
O=C(O)c1c[nH]c2c(C(F)(F)F)cccc2c1=O	-1%	13%	0.1%	5%	1%[46.1 µM]	1%	0%[38.3 µM]
Cc1ccc(NC(=O)COC(=O)CCc2ccc(S(=O)(=O)N3CCOCC3)cc2)c(C)c1	-1%	11%	-2.9%	·	12%	5%	7%
Cc1cc(C(=O)CSc2nnc(Cc3ccccc3)o2)c(C)n1Cc1ccc2c(c1)OCO2	-1%	4%	-6.0%	?	?	-28%	29%[38.3 µM]
CCN(/N=C/c1ccc(N(C)C)cc1)c1nc2ccccc2[nH]1	4%	3%	0.0%	-16%	-29%	-2%	33%[activator]
O=C(C1=C(O)C(=O)N(CCCN2CCOCC2)C1c1ccncc1)c1cc2ccccc2o1 (configuration not stated)	3%	-8%	-1.0%	-11%	4%	-1%	-18%
Nc1nc(NCC2CCCO2)nc(NCC2CCCO2)c1[N+](=O)[O-] (configuration not stated)	3%	8%	-2.0%	8%	8%	-13%	0%
COC(=O)C(C)NC(=O)C(C)NC(=O)OCc1ccccc1 (configuration not stated)	3%	2%	1.3%	2%	-4%[46.1 µM]	8%	18%[38.3 µM]
CCOC(=O)c1ccc2ncc(C(=O)OCC)c(NCCCN3CCOCC3)c2c1	-4%	-7%	-0.6%	?	-28%[46.1 µM]	-5%	18%[38.3 µM]
COc1ccc(S(=O)(=O)CCC(=O)NCCc2ccc(Cl)cc2)cc1	-5%	-10%	-0.3%	7%	-14%[46.1 µM]	-1%	12%[38.3 µM]
O=C(CSc1nc2c(c(=O)n1-c1ccccc1)SCC2)NCC1CCCO1 (configuration not stated)	·	1%	0.0%	·	-3%	5%	·
CCOC(=O)c1sc2ccc(S(=O)(=O)N3CC(C)CC(C)C3)cc2c1N (configuration not stated)	-1%	-1%	3.0%	?	-51%	19%	2%
CC(C)(C)C1C/C(=C/c2ccco2)C(=O)/C(=C/c2ccco2)C1 (configuration not stated)	2%	-3%	2.0%	-17%	?	1%	12%
CCc1cc2c(=O)n3c(nc2s1)-c1[nH]c2ccc(OC)cc2c1CC3	-2%	6%	1.5%	-6%	-20%	4%	-20%
COc1ccc(-c2csc(Nc3ccc(S(N)(=O)=O)cc3)n2)cc1	19%	1%	0.0%	-9%	-14%[46.1 µM]	-6%	29%[38.3 µM]
COc1ccc(N(CC(=O)NC2CCCCC2)S(=O)(=O)c2c(C)[nH]c(=O)[nH]c2=O)cc1	1%	-3%	-1.0%	6%	-8%[46.1 µM]	1%	5%[38.3 µM]
COc1cc(C(=O)OC2CC3CCC2(C)C3(C)C)ccc1OC(C)=O (configuration not stated)	·	0%	-5.7%	·	42%	18%	15%
CC(C)(C)OC(=O)N1CCC[C@H]1c1nnc(SCC(=O)Nc2cccc(Cl)c2)o1	·	8%	-0.3%	·	1%[7.67 µM]	0%	·
Cc1ccc(S(=O)(=O)N2CCN(c3ccnc4cc(Cl)ccc34)CC2)cc1C	0%	-7%	1.1%	·	-52%	-3%	15%
O=C1CCC(c2ccccc2)(C2CCN(Cc3ccccc3)CC2)C(=O)N1 (configuration not stated)	·	4%	0.0%	·	·	12%	3%
Cc1ccc(C)n1-n1c(C)nc2sc3c(c2c1=O)CCCCC3	-2%	-1%	0.0%	?	-26%[46.1 µM]	-5%	33%[activator][38.3 µM]
CC1(C)CCCN(C(=O)c2ccc3c(c2NCCO)C(=O)c2ccccc2C3=O)C1	?	0%	-5.0%	?	-22%	2%	-4%
CC(C)(C)c1csc(NC2=NS(=O)(=O)c3ccccc32)n1	-1%	-3%	-1.1%	1%	-18%[46.1 µM]	4%	21%[38.3 µM]
Cc1ccc(C(=O)C(C)[n+]2cccc(C(N)=O)c2)cc1 (configuration not stated)	-2%	-4%	-4.0%	29%[46 µM]	2%	4%	-6%

Other records follow:
SMILES	Luc counter	aGal spleen mod	Epigenetic reg	LMNA splice mod	NPSR antag	CBFb-RUNX1 inh	IMPase Li inh
Cc1cc(C)nc(Nc2n[nH]c(-c3ccccc3N)n2)n1	·	11%	2.1%	·	6%	9%	·
O=C(Nc1cccc2ncccc12)c1ccc(Br)c([N+](=O)[O-])c1	-2%	0%	2.8%	·	-27%	1%	-9%
CN1CCCC(OC(=O)CCCCC(=O)OC2CCCN(C)C2)C1 (configuration not stated)	0%	-4%	-1.0%	3%	0%[46.1 µM]	4%	14%[38.3 µM]
CC(=O)/C=C/c1ccc2ccccc2n1	-12%	8%	-0.9%	?	-17%[46.1 µM]	3%	-9%[38.3 µM]
COC(C(=O)Nc1ccc(S(=O)(=O)N2CCCCC2)cc1)c1ccccc1 (configuration not stated)	1%	10%	-2.5%	12%	-8%[46.1 µM]	-2%	26%[38.3 µM]
Cc1ccc(NC(=O)COC(=O)C2(c3ccc(Cl)cc3)CCCC2)cc1	0%	-2%	-3.2%	?	-57%	?	17%
Cc1nc2sc(C(c3ccc(Cl)cc3)N3CCN(c4ccccc4F)CC3)c(O)n2n1 (configuration not stated)	-5%	13%	-1.1%	?	-19%[46.1 µM]	-4%	-2%[38.3 µM]
COc1ncnc2c1oc1ccccc12	-12%	-3%	0.1%	·	-11%	3%	9%
Cc1ccc2[nH]ccc(=O)c2c1	2%	1%	0.9%	-1%	-6%	8%	-3%
CCCCOc1ncnc2c1[nH]c1ccc(F)cc12	-1%	-11%	-1.0%	?	2%[46.1 µM]	5%	20%[38.3 µM]

Complete entries from above. Order of values: Luc counter | aGal spleen mod | Epigenetic reg | LMNA splice mod | NPSR antag | CBFb-RUNX1 inh | IMPase Li inh
COc1ncnc2c1oc1ccccc12 is listed with -12% | -3% | 0.1% | · | -11% | 3% | 9%
CC(=O)/C=C/c1ccc2ccccc2n1 is listed with -12% | 8% | -0.9% | ? | -17%[46.1 µM] | 3% | -9%[38.3 µM]
CCCCOc1ncnc2c1[nH]c1ccc(F)cc12 is listed with -1% | -11% | -1.0% | ? | 2%[46.1 µM] | 5% | 20%[38.3 µM]
Cc1nc2sc(C(c3ccc(Cl)cc3)N3CCN(c4ccccc4F)CC3)c(O)n2n1 (configuration not stated) is listed with -5% | 13% | -1.1% | ? | -19%[46.1 µM] | -4% | -2%[38.3 µM]
CN1CCCC(OC(=O)CCCCC(=O)OC2CCCN(C)C2)C1 (configuration not stated) is listed with 0% | -4% | -1.0% | 3% | 0%[46.1 µM] | 4% | 14%[38.3 µM]

Screening data as filed in PubChem BioAssay.
